High-throughput results (PubChem)
GLP1R inv ag: qHTS of GLP-1 Receptor Inverse Agonists (Inhibition Mode) | HEK293 GLP-1R CRE-luciferase, luminescence, 24 h; GLP-1R form is constitutively active | Potency, µM (top dose mostly 38.3 µM), without a hit: at the top dose activity change, negative = inhibition, hits mostly inhibitors | 1.6% of 410,000 active; note: potency is the fitted concentration of half-maximal effect; % is set by controls: 0 for no effect and ±100 for the full control effect; nearly all actives have a fitted effect of over 55% in size
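HEK293 cells stably co-expressing a cAMP-responsive luciferase reporter and constitutively active GLP-1R were seeded, incubated 12 h, then exposed to compounds for 24 h at 37 C. Luminescence was read 12 min after detection reagent; inverse agonists lower signal.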
IL2 activator: qHTS of IL-2 Activators; IL-2 activation reporter assay, cell-based qHTS; stimulated with anti-CD3/CD4/CD28 beads; in transgenic mouse T cells; activation, % (series mostly up to about 46 µM); 0.065% of 360,000 active; in the data active = activation above about 50%; inconclusive = mostly about 30% to 49%; note: 0% is about no effect
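Unstimulated transgenic mouse T cells; 60-min compound exposure; bead-based TCR/CD4/CD28 stimulation; 18 h culture, 37 degrees C; dual fluorescence (EGFP, DsRed) plate cytometry.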
PTHR1 ag: qHTS for PTHR1 Agonists: Primary Screen | Parathyroid hormone/parathyroid hormone-related peptide receptor (Homo sapiens), Q03431 | HEK293 GP2 PTHR1 cells, GloSensor cAMP luminescence, 1 h | Potency, µM (series often up to 115 µM), for the others: top-dose activation, usual class: activators | 0.075% of 410,000 active | AID 743266, 2014; note: potency is the fitted concentration of half-maximal effect; nearly all actives have a fitted effect of over 55% in size; some results filed as inactive show a strong effect at the top dose; inactives centre near -15; many of its hits are not listed in these tables
Target sequence (Q03431 whole entry, looked up): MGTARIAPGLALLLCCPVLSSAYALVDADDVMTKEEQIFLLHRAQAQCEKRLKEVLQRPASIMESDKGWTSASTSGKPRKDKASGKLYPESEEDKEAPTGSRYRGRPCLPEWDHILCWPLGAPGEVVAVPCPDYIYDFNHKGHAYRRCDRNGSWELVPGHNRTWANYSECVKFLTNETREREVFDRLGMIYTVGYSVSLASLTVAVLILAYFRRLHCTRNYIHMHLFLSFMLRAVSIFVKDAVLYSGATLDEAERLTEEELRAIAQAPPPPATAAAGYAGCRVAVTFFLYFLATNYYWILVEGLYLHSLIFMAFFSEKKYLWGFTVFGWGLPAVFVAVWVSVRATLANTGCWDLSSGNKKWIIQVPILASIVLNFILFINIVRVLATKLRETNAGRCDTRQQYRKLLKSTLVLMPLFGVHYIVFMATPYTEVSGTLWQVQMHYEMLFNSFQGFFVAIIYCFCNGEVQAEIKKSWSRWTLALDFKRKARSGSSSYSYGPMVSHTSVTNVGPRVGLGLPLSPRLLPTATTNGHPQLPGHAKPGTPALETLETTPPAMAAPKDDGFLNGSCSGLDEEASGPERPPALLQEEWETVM
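HEK-293-derived GP2 cells expressing PTHR1 and a GloSensor cAMP reporter, 3,000/well, plated overnight, given luciferin plus IBMX (each 0.5 mM as added) for 1 h at 37 °C, then compound for 1 h at 37 °C. Luminescence was read after 15 min at room temperature.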
GLP1R ag: qHTS of GLP-1 Receptor Agonists; HEK293 GLP-1R CRE-luciferase, luminescence, 4-6 h; cells express a hypersensitive GLP-1R form; Potency, µM (titrated, usually from 45.6 µM), for inactives: at the top dose activation, most hits filed as activators; Glucagon-like peptide 1 receptor (Homo sapiens), P43220; 0.007% of 380,000 active; note: potency is the fitted concentration of half-maximal effect; % of control where 0% means no effect
PLK1 PBD block: qHTS for Inhibitors of PLK1-PDB (polo-like kinase 1 - polo-box domain): Primary Screen. Plk1 PBD binding of FITC phosphopeptide, fluorescence polarization. 2.8% of 360,000 active. Serine/threonine-protein kinase PLK1 (Homo sapiens), P53350. Potency, µM, for inactives: max response, negative = inhibition, most hits filed as inhibitors. AID 720504, 2013; note: potency is the fitted concentration of half-maximal effect; series mostly up to about 57 µM; % is set by controls: 0 for no effect and ±100 for the full control effect; nearly all actives have a fitted effect of over 65% in size
EPAC1 ag: qHTS for Agonist of cAMP-regulated guanine nucleotide exchange factor 3 (EPAC1): primary screen; Rap guanine nucleotide exchange factor 3 (Homo sapiens), O95398; EPAC1 agonist qHTS, biochemical assay; response scale: 100% = response to 6.5 mM cAMP; Potency, µM (titrated, usually from 154 µM), for the others: at the top dose activation, most hits filed as activators; 0.073% of 360,000 active; note: potency is the fitted concentration of half-maximal effect; nearly all actives have a fitted effect of over 60% in size
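Nucleotide exchange assay: 100 nM EPAC1 with 250 nM Rap1B loaded with BODIPY-GDP and 50 uM GDP, room temperature. Fluorescence (480/540 nm) read every 5 min for 30 min; signal change normalized to 6.5 mM cAMP as full agonist.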
EPAC1 antag: qHTS for Antagonist of cAMP-regulated guanine nucleotide exchange factor 3 (EPAC1): primary screen; 0.14% of 360,000 active; EPAC1 GEF assay, Rap1b-BODIPY-GDP exchange fluorescence; Potency, µM (top dose mostly 115 µM), for the others: at the highest dose activity change, negative = inhibition, actives largely listed as inhibitors; Rap guanine nucleotide exchange factor 3 (Homo sapiens), O95398;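 note: potency is the fitted concentration of half-maximal effect; plate controls were vehicle for no effect and positive control for full effect; nearly all actives have a fitted effect of over 50% in size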
HEK293 tox: qHTS of GLP-1 Receptor Inverse Agonists: Cytotox Screen | HEK293 cAMP-luciferase reporter cells, luminescence, 24 h | Potency, µM (titrated, usually from 38.3 µM), inactives show at the highest dose activity change, negative = inhibition, most hits filed as inhibitors | 0.13% of 410,000 active | AID 624418, 2012;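 note: loss of luciferase light is scored as toxicity; potency is the fitted concentration of half-maximal effect; % is set by controls: 0 for no effect and ±100 for the full control effect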
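To flag toxic compounds, the library was rerun on cells for 24 hr at 37 deg C and 5% CO2. Viability-linked luminescence was captured 12 min after adding luciferase detection reagent.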
PI5P4Ka inh: qHTS for Inhibitors of phosphatidylinositol 5-phosphate 4-kinase (PI5P4K). Phosphatidylinositol 5-phosphate 4-kinase type-2 alpha (Homo sapiens), P48426. 1.2% of 330,000 active. PI5P4Kalpha enzyme, ADP-Glo luminescence, 60 min; active compounds read low. max response, %; active = max response of -50% or lower; inconclusive = between -30% and -50%; inactive = -30% or higher; note: value at the top dose of about 77 µM; % is set by controls: 0 for no effect and ±100 for the full control effect
Target sequence (P48426 whole entry, looked up): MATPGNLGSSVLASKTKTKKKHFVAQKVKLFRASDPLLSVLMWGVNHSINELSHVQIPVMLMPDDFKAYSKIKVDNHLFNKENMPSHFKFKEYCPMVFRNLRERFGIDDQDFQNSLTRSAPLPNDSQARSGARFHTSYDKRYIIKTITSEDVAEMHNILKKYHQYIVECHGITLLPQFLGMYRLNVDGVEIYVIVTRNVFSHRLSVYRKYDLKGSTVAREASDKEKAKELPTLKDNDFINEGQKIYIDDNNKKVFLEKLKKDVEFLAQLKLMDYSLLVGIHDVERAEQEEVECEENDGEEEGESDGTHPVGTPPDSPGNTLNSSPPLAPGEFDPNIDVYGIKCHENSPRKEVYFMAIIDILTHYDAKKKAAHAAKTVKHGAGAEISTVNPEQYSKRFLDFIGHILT
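Controls without substrate or without enzyme flank wells where PI5P4Kalpha converts substrate using 5 microM ATP (final). Incubation lasts 60 minutes at room temperature; ADP formed is read by ADP-Glo luminescence.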
* marks the source's active call; other numbers are inactive results; i = inactive; ? = inconclusive; . = no result given; [ ] = another dose, or the depositor's remark. Unless noted, calls come from the whole dose curve; as a rule, active = well fitted curve in the direction sought with a large enough effect; inconclusive = small, poorly fitted or top-dose-only effect, or another doubt; inactive = no such curve, though single readings can be large; an effect the other way counts as inactive or inconclusive. A portion of the library (hit frequency here may not be typical).

mol,EPAC1 antag,IL2 activator,GLP1R ag,EPAC1 ag,GLP1R inv ag,PTHR1 ag,PI5P4Ka inh,PLK1 PBD block,HEK293 tox
CNC(=O)C1=C(C)Nc2nc3ccccc3n2C1c1ccc(F)cc1 (stereo not given),16%,-2.5,11%,1%,1%,-10%,2,-7%,16%
Cc1cc(C)cc(OCCN2CCOCC2)c1,-4%,0.3,-3%,5%,-11%,-9%,7,0%,2%
O=C(Nc1nccs1)C1CCCN1/C=C/C(=O)C(F)(F)F (stereo not given),?,0.2,1%,-5%,4%,-17%,3,-10%,7%
CCOC(=O)CCc1c(C)c(C#N)c2[nH]c3ccccc3n2c1=O,-3%,-3.1,-1%,0%,-4%,-86%[inhibitor][57.5 µM],0,-3%,-14%
CC1(C)CC2(CCO1)OC(=O)CC2C(=O)Nc1c(Cl)cccc1Cl (stereo not given),7%,1.3,-1%,6%,-1%,-5%,-1,8%,5%
Cc1ccc(NC(=O)Cn2c(=O)n(CCCCC(=O)NCCc3ccccc3)c(=O)c3ccccc32)c(C)c1,.,.,0%,.,4%,i,.,.,-3%
O=C(O/N=C1\CCS(=O)(=O)c2sccc21)c1ccc(F)cc1,-1%,-0.5,2%,6%,8%,-16%,-1,0%,2%
CC(=O)c1ccc(NC(=O)CSc2nnc(-c3ccncc3)n2C2CC2)cc1,-3%,-2.0,1%,-2%,13%,i,-9,3%,-9%
NC(=O)c1cnn2c(C(F)(F)F)cc(-c3ccccc3)nc12,-3%,0.0,20%,-7%,188%[activator],i,8,-3%,21%
CC(=O)c1ccc(OCCCC(=O)Nc2cccc(S(=O)(=O)N(C)C)c2)cc1,12%,-0.2,-15%,-10%,1%,-15%,0,-1%,5%
Cc1cc(C)nc(N2CCCC(C(=O)NC3CC3)C2)n1 (stereo not given),-10%,0.1,1%,-2%,10%,i,0,-5%,3%
Cc1cc(NC(=O)COC(=O)c2ccc(S(=O)(=O)N3CCCc4ccccc43)cc2)no1,-20%,1.4,0%,24%,?,i,-11,-2%,12%
C=CCSC1=C(C#N)C(c2ccc(OCC)cc2)CC(=O)N1 (stereo not given),-2%,-2.2,1%,-10%,-8%,-12%,-8,-19%,-1%
CCOC(=O)CCCNC(=O)COC(=O)c1cc(C)cc(C)c1,-7%,0.5,-1%,-5%,-27%,-42%[inhibitor][57.5 µM],-4,0%,-4%
CCOc1ccc(-n2nnnc2SCC(=O)c2ccccc2)cc1,-5%,0.5,20%,-1%,?,-19%[57.5 µM],-4,-1%,?
CN1c2ccccc2-c2nc3ccccc3n2C1c1ccco1 (stereo not given),2%,0.6,-1%,3%,?,-8%[57.5 µM],0,-10%,-14%
Cc1c(C(=O)N2CCCc3ccccc32)oc2ccccc12,-12%,0.1,6%,7%,?,i,-2,2%,-4%
O=C(O)CNC(=O)c1ccc(NC(=O)/C(=C/c2ccccc2)NC(=O)c2ccco2)cc1,-6%,1.1,-3%,2%,20%,i,-2,-9%,0%
O=C(COC(=O)c1cc(S(=O)(=O)N2CCOCC2)ccc1Cl)Nc1ccc2c(c1)OCO2,8%,0.2,-2%,3%,-31%,-17%,2,-19%,-24%
O=C(C1CCC(=O)N(C2CC2)C1)N1CCC(Oc2cccc(C(F)(F)F)c2)CC1 (stereo not given),18%,-2.3,1%,8%,-16%,-18%,3,-12%,2%
O=C(O)CC1NC(=O)N(c2ccc(Cl)cc2)C1=O (stereo not given),-10%,0.9,-1%,7%,0%,?,4,-7%,36%[activator]
CCCCN(C)C(=O)C(Cc1ccccc1)NS(=O)(=O)c1ccc2c(c1)CCC(=O)N2 (stereo not given),-9%,-1.6,18%,-2%,6%,i,0,-6%,1%
CN(C)S(=O)(=O)c1ccc(/C(O)=C2/C(=O)C(=O)N(Cc3cccnc3)C2c2ccncc2)cc1 (stereo not given),-13%,1.6,0%,12%,0%,i,-1,-10%,6%
Cc1cc(C)nc(Nc2ncc(O)n2-c2ccc(Br)cc2)n1,2%,1.8,1%,5%,18%,i,-1,-14%,3%
CCOC(=O)C1=CN(Cc2cccc(F)c2)S(=O)(=O)N(C)C1c1ccc(F)c(Cl)c1 (stereo not given),-6%,0.2,0%,10%,10µM*,-4%,14,-6%,1%
CC(=O)CNc1ccc(S(=O)(=O)N/N=C/c2ccccc2)cc1,2%,0.4,16%,5%,-6%,i,10,?,-1%
COc1cc2cnc(-c3ccccc3)c(-c3cc(OC)c(OC)c(OC)c3)c2cc1OC,-5%,-4.0,-3%,-5%,24%,i,1,-4%,-3%
Cc1ccccc1OCCC(=O)OCC(=O)NC1CCCCC1,-13%,-0.9,-19%,?,-9%,i,5,-9%,-6%
NCCCC[C@@H]1NC(=O)[C@H](CCC(=O)O)NC(=O)c2cc([N+](=O)[O-])cc(I)c2SC[C@@H](C(=O)NCC(N)=O)NC1=O,6%,-0.1,-3%,-19%,14%,10%,-7,-7%,3%
CCN(CC)S(=O)(=O)c1ccc(CNC(=O)CN2C(=O)NC3(CCc4ccccc43)C2=O)cc1 (stereo not given),-5%,-3.4,1%,4%,0%,-8%,0,-2%,21%
CCOc1ccc(OC(=O)C(CCS(C)(=O)=O)N2C(=O)c3ccccc3C2=O)cc1 (stereo not given),12%,-1.5,12%,2%,18%,-7%,2,1%,2%
CCOc1ccc(S(=O)(=O)N(CC)CC)cc1NC(=O)c1ccc(N2CCCC2=O)cc1,-12%,0.9,0%,5%,1%,-13%,4,-3%,2%
O=C(c1cccc(COc2cccc3ccccc23)c1)N1CCCC1,-4%,-0.8,10%,14%,?,-20%[57.5 µM],3,-4%,1%
CC1(C)CC(=O)C2=C(C1)N=C1c3ccccc3C(=O)C1C2c1ccc(Cl)cc1 (stereo not given),-7%,-2.5,-7%,12%,?,-28%[57.5 µM],-11,-10%,?
CC(=O)NC(CC(=O)NNC(=O)c1cc2ccccc2cc1O)c1ccccc1 (stereo not given),0%,3.5,1%,-13%,4%,i,2,-17%,28%
COc1ccc(N=C2NC(=O)/C(=C/C=C/c3ccccc3)S2)cc1,-5%,1.4,-8%,16%,7%,i,-1,-5%,-18%
O=C(N/N=C/c1ccccc1F)NC1CCCCC1,-3%,0.5,13%,-7%,22%,-15%,-2,-2%,-12%
C=C(C)c1ccc(C(C)(C)NC(=O)NCc2ccco2)cc1,-21%,0.2,-2%,-1%,?,-7%,3,-12%,9%
COc1ccc(C(=O)C2CCCN(C(=O)c3cc(C)on3)C2)cc1F (stereo not given),9%,-5.2,7%,-12%,47%[activator],i,-11,-1%,3%
O=C(CNC(=O)c1ccncc1)N/N=C/c1cc(Br)ccc1OCc1ccccc1,3%,-0.3,14%,20%,?,-10%,-16,-11%,?
CCn1c(SCC(=O)Nc2cc(OC)ccc2OC)nnc1C1CCCCC1,8%,-0.3,9%,5%,-12%,i,.,-6%,-10%
Cn1c(N)c(C(=O)COC(=O)Cc2ccc(Br)cc2)c(=O)n(C)c1=O,8%,-1.0,2%,1%,7%,-6%,6,-1%,-1%
O=C(c1ccc(F)cc1)c1c[nH]c(C(=O)NCCCN2CCOCC2)c1,17%,2.4,-5%,-2%,5%,i,.,-2%,-6%
COc1cc(NC(=S)NC(=O)c2ccc(C(C)(C)C)cc2)ccc1NC(=O)c1cccs1,-1%,-2.2,0%,6%,?,i,7,-3%,6%
O=C(c1cccc(-c2ccccc2F)c1)N1CC[C@@H](N2CCC(O)CC2)[C@H](O)C1,29%,-1.0,7%,-3%,-26%,26%,2,-14%,-4%
COc1ccc(N(CC(=O)N2CCN(Cc3ccccc3)CC2)S(C)(=O)=O)c(OC)c1,4%,4.3,2%,17%,-16%,i,1,-10%,7%

Profiles, looked up by structure. Order of screens: EPAC1 antag | IL2 activator | GLP1R ag | EPAC1 ag | GLP1R inv ag | PTHR1 ag | PI5P4Ka inh | PLK1 PBD block | HEK293 tox
COc1cc(NC(=S)NC(=O)c2ccc(C(C)(C)C)cc2)ccc1NC(=O)c1cccs1 is listed as -1% | -2.2 | 0% | 6% | ? | i | 7 | -3% | 6%
CCn1c(SCC(=O)Nc2cc(OC)ccc2OC)nnc1C1CCCCC1 is listed as 8% | -0.3 | 9% | 5% | -12% | i | . | -6% | -10%
O=C(c1ccc(F)cc1)c1c[nH]c(C(=O)NCCCN2CCOCC2)c1 is listed as 17% | 2.4 | -5% | -2% | 5% | i | . | -2% | -6%
